Compound activity from PubChem.
Abeta yeast res: compounds reversing amyloid beta toxicity in yeast. yeast expressing A-beta42, growth rescue, OD600, 48 h; response scale: 0% DMSO, 100% iron-clioquinol control. Potency, µM (highest dose often 46.1 µM), inactives show at the top dose growth rescue, actives largely listed as activators. 410,000 compounds, 0.063% hits. AID 1347071; note: potency is the fitted concentration of half-maximal effect; nearly all actives have a fitted effect of over 55% in size
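Yeast A-beta toxicity model in growth medium with pinned compounds, 48 h at 30 C; growth read as absorbance at 600 nm. Normalized to FeCl3/clioquinol equimolar mix (positive) and DMSO (negative).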
MmCpn inh: blocks the Methanococcus maripaludis chaperonin Mm-Cpn; purified Mm-Cpn ATPase, ADP Transcreener TR-FRET; Potency, µM (top dose mostly 76.9 µM), without a hit: at the highest dose activity, negative = inhibition, actives largely listed as inhibitors; 330,000 compounds, 0.031% hits; note: potency is the fitted concentration of half-maximal effect; % is set by controls: 0 for no effect and ±100 for the full control effect; nearly all actives have a fitted effect of over 80% in size
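ATPase turnover read by TR-FRET ADP competition (Eu cryptate antibody/ADP-d2, 665/590 nm): 10uM ATP final, 25nM Mm-CPN final, 30 min 37degC after 10-min compound preincubation, pH 7.4 Tris/KCl/MgCl2/DTT buffer.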
A549 viability: counter-screen for Nrf2 inhibitors: cytotoxicity in A549 cells; A549 ARE-Fluc cells, CellTiter-Fluor viability, 18-24 h; Potency, µM (top dose mostly 46 µM), inactives show at the highest dose activity change, negative = cytotoxicity, most hits filed as inhibitors; 390,000 compounds, 0.16% hits; AID 504648; note: potency is the fitted concentration of half-maximal effect; % is set by controls: 0 for no effect and ±100 for the full control effect
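A549 ARE-Fluc cells in 5% FBS OPTI-MEM, 5000 cells/well, rested 2 h then exposed to compounds in concentration-response for 18-24 h at 37 °C. Viability by CellTiter-Fluor fluorescence (Ex 405/Em 525) after 30 min; luciferase luminescence (BugLite, 15 min, RT) read afterwards.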
TGFb SMAD3 inh: TGF-b pathway inhibition; HepG2 CAGA-GFP TGF-b/SMAD3 reporter, GFP fluorescence, 18 h; TGF-beta stimulated, 500 pg/mL final; AID 588855; Potency, µM (titrated, usually from 46.1 µM), for the others: at the top dose activity, negative = inhibition, hits mostly inhibitors; 410,000 compounds, 1.2% hits; note: potency is the fitted concentration of half-maximal effect; % is set by controls: 0 for no effect and ±100 for the full control effect; nearly all actives have a fitted effect of over 65% in size
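Inhibition of TGF-beta-driven CAGA-GFP reporter expression in HEPG2 cells is measured by cellular GFP fluorescence after 18 h stimulation with 500 pg/mL recombinant TGF-beta in 1% FBS medium at 37 degrees C.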
CCT modulator: cytosolic chaperonin activity modulation | AID 651819 | activity change, % (concentration not given with the values), hits read low | purified chaperonin ATPase assay, HTRF ADP detection, 30 min | 360,000 compounds, 0.3% hits; in the data active = activity change below about -30%; note: % is set by controls: 0 for no effect and ±100 for the full control effect
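Nucleotide hydrolysis assay: TRiC at 20–40 nM final (set by batch activity) with 10 uM ATP, 30 min at 37 °C, in presence of 76 uM compound. Detection by competitive ADP HTRF, 30 min ambient.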
Nrf2 activator: Nrf2 pathway activation; AREc32 ARE-luciferase reporter (MCF7-derived line), luminescence, 24 h; Potency, µM (titrated, usually from 46.1 µM), for the others: at the highest dose activation, actives largely listed as activators; 410,000 compounds, 0.31% hits; AID 624171; note: potency is the fitted concentration of half-maximal effect; % of control where 0% means no effect; nearly all actives have a fitted effect of over 65% in size
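ARE-driven firefly luciferase activity in AREc32 cells measured after a 24 hr compound exposure at 37 deg C, using Steady-Glo reagent and a 30 min room-temperature hold.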
HepG2 tox: HepG2 cytotoxicity, counter-screen for TGF-b inhibitors | HepG2 CAGA-GFP viability, ATP luminescence, 18 h | Potency, µM (top dose mostly 46.1 µM), for inactives: at the highest dose activity change, negative = cytotoxicity, hits mostly cytotoxic | 410,000 compounds, 0.76% hits | AID 588856; note: potency is the fitted concentration of half-maximal effect; some results filed as inactive show a strong effect at the top dose
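CellTiter-Glo luminescence gave cytotoxicity after 18 hours at 37 degrees C. The cells were HepG2 CAGA-GFP in 1% FBS DMEM, stimulated with 500 pg/mL TGF-beta after compound addition. %Activity was normalised to no-cell wells (complete cell-killing) and DMSO (no toxicity), and curves were fitted and classified.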
Akt phos inh: inhibitors of Akt phosphorylation; 360,000 compounds, 0.32% hits; Neuro2A IGF-stimulated pAkt S473 HTRF, 20 min; hits give low values; activity change, % for hits at 50 µM; in the data active = activity change below about -80%; inconclusive = mostly about -51% to -80%; note: % is set by controls: 0 for no effect and ±100 for the full control effect
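Neuro2A cells in DMEM with 0.5% FBS, overnight at 37 deg C, given compound at single 50 µM final, then IGF (6 nM final) for 20 min at 37 deg C. Lysed; phospho-Akt Ser473 by HTRF after 24 h, 665/615 ratio.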
Nrf2 inh: blocks Nrf2 signaling. A549 ARE-Fluc reporter, luciferase luminescence, 18-24 h. Potency, µM (doses to about 46 µM), for the others: at the highest dose activity change, negative = inhibition, hits mostly inhibitors. 360,000 compounds, 2.1% hits. AID 504444; note: potency is the fitted concentration of half-maximal effect; % is set by controls: 0 for no effect and ±100 for the full control effect; nearly all actives have a fitted effect of over 60% in size
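Quantitative HTS in A549 cells stably bearing an antioxidant response element-firefly luciferase construct. Inhibition of Nrf2-driven transcription was scored by luminescence after 18-24 h of compound exposure at 37 °C.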
* marks the source's active call; other numbers are inactive results; i = inactive; ? = inconclusive; nt = no result given; & = joins results of further samples; [ ] = another dose, or the depositor's remark. Unless noted, calls come from the whole dose curve; as a rule, active = well fitted curve in the direction sought with a large enough effect; inconclusive = small, poorly fitted or top-dose-only effect, or another doubt; inactive = no such curve, though single readings can be large; an effect the other way counts as inactive or inconclusive. Not a hit list (roughly 4.3% active in at least one column).

SMILES	Abeta yeast res	MmCpn inh	A549 viability	TGFb SMAD3 inh	CCT modulator	Nrf2 activator	HepG2 tox	Akt phos inh	Nrf2 inh
COC(=O)c1ccccc1NC(=O)Cn1c(CCC(=O)O)ccc1-c1cccs1	8%&6%	0%	-1%&-5%	-12%&-8%	0.0	0.6%&-0.7%	-11%&-12%	i	-7%&-29%
Cc1cccc(C(=O)Nc2cc(Cl)ccc2-n2cncn2)c1[N+](=O)[O-]	-6%	1%	6%	5%	1.3	0.6%	2%	i	7%
Cc1ccc2c(c1)N(CCCC(=O)NCc1cccc(F)c1)C(=O)CO2	-8%	nt	8%	nt	nt	3.0%	-14%	nt	0%
Cn1c(=O)cc(OCCCC(=O)NC2CCCC2)c2ccccc21	16%	-1%	16%	15%	-1.2	18%	-19%	i	-28%
O=C(CSCc1ccc(Cl)cc1)NCC1CCCO1 (centres undefined)	1%	0%	3%	-2%	-1.0	-0.3%	2%	i	19%
COc1ccc(-n2nc3c(c2NC(=O)C2CC2)CS(=O)(=O)C3)cc1	-11%	0%	5%	-3%	-2.7	-0.5%	-4%	i	1%
Nc1ccc(-c2nnc(-c3ccc(-c4ccccc4)cc3)o2)cc1	-13%	-4%	-17%	-14%	0.8	2.1%	-36%	i	?
Cc1cc2ncc(C(=O)N=CN(C)C)cn2n1	-6%	-1%	-2%	-3%	1.2	-0.3%	-3%	i	-5%
O=C(NC1CCCc2ccccc21)c1cc(Cl)ccn1 (centres undefined)	-10%	0%	2%	4%	-1.6	?	-3%	i	8%
COc1ccc(CC(=O)Cc2ccc(OC)c(OC)c2)cc1OC	2%	nt	nt	1%	-1.4	0.0%	-39%	i	nt
COc1ccc(NC(=O)COC(=O)CCc2ccccc2)c(OC)c1	18%	1%	-2%	10%	1.3	-0.2%	4%	i	-20%
Cc1ccc(CSc2ccc(-c3ccc4c(c3)OCO4)nn2)cc1	0%	-1%	2%	-20%	-9.7	1.7%	-16%	i	3%
CCOc1ccc(-n2c(C)c(C(C)=O)c3cc(OCC(N)=O)ccc32)cc1	9%	-2%	1%	-7%	0.3	-0.3%	-2%	i	3%
COc1cc(/C=N/NC(=O)c2cc(C)oc2C)ccc1O	-2%	1%	4%	3%	0.5	-0.2%	-10%	i	0%
C/C(=N/Nc1ccc(C(=O)c2c(C)cc3ccccn23)cc1[N+](=O)[O-])c1ccc(O)cc1	-24%	nt	6%	-14%	-0.5	-0.1%	-14%	i	12%
COc1ccccc1OCC(=O)Nc1nc2c(s1)CCCC2	-11%	-2%	-5%	-3%	-0.3	0.6%	-14%	nt	2%
COc1ccc(S(=O)(=O)N(C)C[C@H]2OCc3cn(nn3)CCCC(=O)N([C@@H](C)CO)C[C@@H]2C)cc1	-9%	nt	nt	-6%	0.5	-0.7%	-32%	i	nt
CS/C(=C\[N+](=O)[O-])Nc1ccc(F)cc1	-17%	nt	1%	11%	-1.2	23%	-26%	i	9%
COc1ccc(NC(=O)C2CCN(C(=O)c3ccc(OC)cc3)CC2)cc1	1%	-4%	-3%	14%	-0.7	-0.3%	0%	i	6%
COc1cc(C(C2C(=O)CC(C)(C)CC2=O)C2C(=O)CC(C)(C)CC2=O)ccc1OC(C)=O	-12%	nt	1%	-8%	-3.5	-0.3%	-20%	i	8%
COc1ccccc1CNC(=O)c1cc(-c2ccccc2)nn1CC1CC(c2cccnc2)=NO1 (centres undefined)	1%	nt	-3%	2%	-2.2	-0.4%	9%	i	-3%
Cc1ccc(C(=O)c2oc3ccccc3c2NC(=O)c2cc(=O)c3cc(C)ccc3o2)cc1	-20%	nt	-1%	8%	nt	-1.0%	13%	nt	3%
O=C1C(NS(=O)(=O)c2cccs2)=C(N2CCN(c3cccc(C(F)(F)F)c3)CC2)C(=O)c2ccccc21	-21%	-1%	?	?	1.0	21%	0%	i	21µM*
CCS(=O)(=O)c1ccc2c(c1)N(S(=O)(=O)c1cccs1)CC(C(=O)O)O2 (centres undefined)	3%	2%	0%	48%[activator]	-1.6	-0.1%	2%	i	7%
CCOc1ccccc1CNS(=O)(=O)c1ccc2c(c1)CCCN2C(C)=O	25%	nt	-10%	-28%	nt	4.0%	-3%	nt	nt
CCCCNC(=O)OCCSCCS(=O)(=O)c1ccc(Cl)cc1	-24%	1%	5%	-8%	0.3	-0.1%	-5%	i	2%
Cc1cccc(OCCn2ccnc2)c1	-1%	2%	-4%	-8%	1.4	-0.1%	-6%	i	0%
O=C(NNc1c2ccccc2nc2ccccc12)C12CC3CC(CC(C3)C1)C2	-2%	3%	-1%	?	-1.6	-0.5%	-30%	i	-1%
CCOC(=O)Cc1csc(NC(=O)c2cccc(Cl)c2)n1	1%	nt	-9%	-20%	1.1	0.8%	-3%	i	?
CCn1c(SCC(=O)Nc2ccc(Br)cc2)nc2sc3c(c2c1=O)CCN(C)C3	0%	-21%	-3%	0%	-1.9	-0.6%	-23%	i	-16%
COc1cccc(C(=O)Nc2ccc(-c3nc4ccccc4o3)c(O)c2)c1	8%	?	0%	-2%	-5.3	3.7%	-34%	i	-25%
CCCCOc1ccc(C(=O)N/N=C/c2ccc(OCCN3CCCCC3)c(OC)c2)cc1	-32%[inhibitor]	0%	2%	29%	-2.2	3.9%	-36%	i	-22%
COC(=O)Nc1ccc(S(=O)(=O)N2CCC(C(=O)N3CCCC(C)C3)CC2)cc1 (centres undefined)	0%	1%	-3%	0%	-0.1	0.1%	5%	i	-15%
CN(C(=O)c1cccc(NC(=O)Cc2ccc(NC(=O)C3CCCN(C(=O)C4CCC4)C3)cc2)c1)C1CCC1 (centres undefined)	8%	nt	-4%	-26%	-0.6	1.2%	4%	i	-38%
O=C(c1cc2ccccc2oc1=O)N(Cc1ccco1)CC1CCCO1 (centres undefined)	17%	-1%	-3%	-5%	-0.7	-0.6%	-2%	i	21%
CC(=O)Nc1ccc(NC(=O)c2ccc(CN3CCc4ccccc4C3)cc2)cc1	22%	1%	-4%	-9%	-0.2	-0.7%	14%	i	-6%
Cc1cn([C@H]2C[C@H](O)[C@@H](CCC(=O)NCCc3ccc4ccccc4c3)O2)c(=O)[nH]c1=O	1%	nt	nt	3%	0.1	-1.2%	0%	i	nt
CCOc1ccc(NC(=O)CSc2cn(CC(=O)N3CCOCC3)c3ccccc23)cc1	-1%	nt	-1%	-2%	nt	0.6%	2%	nt	22%
CCNc1nc(Oc2ccc(Cl)cc2Cl)cc(C(F)(F)F)n1	25%	3%	-18%	-4%	0.4	0.3%	-56%	nt	-23%
FC(F)(F)c1cccc(-c2cc3nc(NC4CCCCC4)ccn3n2)c1	5%	nt	nt	16µM*	-0.1	-3.4%	-87%	i	nt
C=CCn1c(SCC(=O)Nc2ccc(F)cc2F)nc2c([nH]c3ccccc32)c1=O	9%	-2%	4%	8%	-0.2	2.3%	-30%	i	-1%
COC(=O)C(NC(=O)c1ccccc1Cl)(Nc1ncc(S(=O)(=O)c2ccc([N+](=O)[O-])cc2)s1)C(F)(F)F (centres undefined)	-4%	1%	-26%	?	0.3	22%	-4%	i	21µM*
COc1ccc(CNC(=O)CC(NC(N)=O)c2ccccc2Cl)cc1OC (centres undefined)	-12%	3%	3%	-14%	0.3	-0.7%	-41%	i	-8%
COc1cc2nc(CCc3ccccc3)oc(=O)c2cc1OC	0%	-5%	-4%	-6%	-2.1	0.4%	-24%	i	-11%
Cc1ccccc1C1=NC(c2ccc(F)cc2F)ON1 (centres undefined)	-4%	0%	-3%	7%	-0.3	18%	-29%	i	29%
CN(Cc1cccc(-n2cccn2)c1)C(=O)CCc1nnc(C2CCCCC2)o1	-20%	3%	-3%	-2%	1.4	3.7%	0%	i	?
C=CCNC(=O)COc1ccc(Br)cc1Cl	18%	-4%	17%	-2%	-1.1	4.7%	-22%	i	?
O=c1[nH]c(CCl)nc2cc(-c3ccc(F)cc3)sc12	-53%[inhibitor]	0%	-3%	?	-40*	21%	11µM*	i	-16%
O=C(NCc1cccnc1)c1ccc(CS(=O)(=O)c2ccc(Br)cc2)o1	7%	-1%	0%	3%	-4.0	0.4%	-25%	i	15µM*
COc1ccc(OC)c(NC(=O)CCNS(=O)(=O)c2ccc3c(c2)CC(C)N3C(C)=O)c1 (centres undefined)	-4%	nt	nt	-3%	2.0	0.5%	5%	i	nt
COc1ccc(-n2cnc3ccccc32)cc1	4%	1%	1%	-22%	-0.7	-0.6%	-4%	i	6%
O=C(NCc1ccccc1Br)c1ccncc1	15%	0%	0%	3%	-13	-0.9%	-4%	i	0%
CCN1CCN(c2ccc(N=Cc3ccccc3O)cc2)CC1	16%	-4%	0%	0%	0.8	-0.1%	-39%	i	10%

A portion of the results above, for reference:
SMILES	Abeta yeast res	MmCpn inh	A549 viability	TGFb SMAD3 inh	CCT modulator	Nrf2 activator	HepG2 tox	Akt phos inh	Nrf2 inh
COc1ccc(OC)c(NC(=O)CCNS(=O)(=O)c2ccc3c(c2)CC(C)N3C(C)=O)c1 (centres undefined)	-4%	nt	nt	-3%	2.0	0.5%	5%	i	nt
COc1ccc(-n2cnc3ccccc32)cc1	4%	1%	1%	-22%	-0.7	-0.6%	-4%	i	6%
O=C(NCc1ccccc1Br)c1ccncc1	15%	0%	0%	3%	-13	-0.9%	-4%	i	0%
